High-throughput results: PubChem, Johns Hopkins Ion Channel Center
TRPC6 inhibitor – blocks the mouse TRPC6 cation channel. Q61143. B-score at 10 µM. HEK293-TRPC6, membrane potential dye, ACh-evoked depolarization; active compounds read low. AID 2553. actives 1.1% (n = 310,000);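 active = B-score under library mean minus 3 SD, initial fluorescence not abnormally high, positive integrated signal ratio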;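 note: B-score derived from integrated fluorescence ratio over the kinetic read; more negative B-score means stronger inhibition of depolarization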
MrgX1 antag – antagonists of human MrgX1 receptor | Q96LB2 | MRGX1-HEK293 calcium flux, Fluo-4, BAM8-22 antagonism; active compounds read low | B-score at 10 µM | actives 1.3% (n = 310,000) | AID 588676;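 active = calcium-response B-score plate-corrected more than 3 library SD below zero, starting fluorescence within 5 deviations, no agonist response on first addition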;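 note: peak minus trough fluorescence over baseline after final BAM8-22 challenge near maximal dose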
Target sequence (Q96LB2 whole entry, looked up): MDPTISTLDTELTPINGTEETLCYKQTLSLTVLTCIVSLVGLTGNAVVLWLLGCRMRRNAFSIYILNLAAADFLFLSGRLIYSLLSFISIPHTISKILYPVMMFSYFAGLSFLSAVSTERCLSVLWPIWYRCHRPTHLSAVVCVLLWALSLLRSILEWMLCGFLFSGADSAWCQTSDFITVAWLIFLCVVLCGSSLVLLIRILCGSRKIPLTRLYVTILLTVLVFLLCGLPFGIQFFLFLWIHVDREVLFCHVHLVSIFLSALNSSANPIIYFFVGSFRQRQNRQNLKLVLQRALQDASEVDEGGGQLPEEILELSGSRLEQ
MrgX1 allo act – allosterically activates human MrgX1 receptor signaling; Q96LB2; MrgX1-HEK293, Fluo-4 calcium flux, FDSS; active compounds read high; B-score at 10 µM; actives 0.63% (n = 310,000); AID 588675;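 active = plate-corrected calcium response at least 3 library SD above typical, normal starting fluorescence, not activating the receptor alone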;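 note: compound read alongside a low EC10 to EC30 dose of BAM8-22 agonist; peak minus trough fluorescence over baseline measured at the second addition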
RGS4 block – inhibitors of human RGS4. HEK293 M3R/RGS4 inducible, Fluo-4 calcium flux; active compounds read high; triggered by carbachol at its EC20. B-score at 10 µM. actives 0.45% (n = 310,000);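 active = B-score, a plate-corrected calcium signal, over three deviations above library mean, with baseline fluorescence within five deviations of library mean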;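 note: RGS4 expression induced by doxycycline in cells with stable M3 receptor; B-score is computed from the integrated fluorescence ratio over baseline after carbachol; higher B-score means a larger calcium signal and so more RGS4 inhibition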
Target sequence (P49798 whole entry, looked up): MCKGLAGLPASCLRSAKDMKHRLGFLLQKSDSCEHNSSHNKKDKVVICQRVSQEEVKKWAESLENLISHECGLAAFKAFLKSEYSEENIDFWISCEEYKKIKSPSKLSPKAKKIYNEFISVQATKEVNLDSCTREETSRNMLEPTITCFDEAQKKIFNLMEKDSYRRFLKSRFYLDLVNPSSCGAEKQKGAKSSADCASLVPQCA
TMEM16A inh – mouse TMEM16A channel inhibition, primary screen; actives 1.2% (n = 310,000); HEK293 TMEM16A/YFP iodide influx fluorescence, ionomycin; normalized B-score (activity score, 25-100; higher = stronger inhibition) at 10 µM;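 active = ratio plate-corrected score three or more library SD toward inhibition, starting fluorescence score within five deviations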;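 note: score derived from kinetic fluorescence span divided by baseline fluorescence per well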
TRPC4 inh – TRPC4 (mouse) channel inhibition | Q9QUQ5 | HEK293 TRPC4beta/mu-opioid, DAMGO-evoked Fluo4 calcium flux; active compounds read low | B-score at 10 µM | actives 0.39% (n = 300,000);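 active = B-score over 3 SD under the library average, no early fluorescence shift, positive overall ratio signal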
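Material: HEK293 cells with stable TRPC4beta plus mu-opioid receptor expression / Probe or stimulus: DAMGO in two steps, submaximal then maximal / Compound: single concentration per test compound / Technique: kinetic Fluo4 fluorescence imaging of calcium influx / Read-out: per-well B score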
TRPC4 act – TRPC4 (mouse) channel activation; Q9QUQ5; HEK293 TRPC4beta/mu-opioid, Fluo4 calcium fluorescence; active compounds read high; B-score at 10 µM; actives 0.49% (n = 310,000);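 active = B-score above 5 SD of library B-scores, and initial fluorescence ratio not above library mean plus 5 SD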;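 note: positive B-score marks a calcium rise read as TRPC4 activation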
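system = HEK293 cells stably co-expressing mouse TRPC4beta and mu-opioid receptor | schedule = Fluo4 dye loading 45 min at room temperature, 110 s recording | measure = B-scored integrated calcium fluorescence ratio | signal = Fluo4 calcium-sensitive dye fluorescence, kinetic, 1 Hz baseline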
MrgX1 ag – agonists of human MrgX1 receptor; Q96LB2; MrgX1-HEK293 cells, Fluo-4 calcium fluorescence, agonist mode; active compounds read high; B-score at 10 µM; actives 0.44% (n = 310,000);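 active = calcium response B-score plate-corrected fluorescence ratio at least 3 library SD, with starting fluorescence B-score inside 5 SD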
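Test system: HEK293 cells stably expressing human MrgX1 receptor; Input: fifteen thousand cells per well; Dosing: compound delivered in addition one of three; Schedule: overnight seeding, then 1 h dark dye loading; Technique: Fluo-4 NW calcium fluorescence; Measure: B-scored fluorescence response ratio; Controls: positive and negative controls per plate.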
ANO1 activ – activators or potentiators of mouse TMEM16A chloride channel | AID 623877 | Q8BHY3 | actives 0.3% (n = 340,000) | HEK293 TMEM16A/YFP-H148Q/I152L, iodide quench fluorescence; active compounds read low | B-score at 10 µM;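 active = fluorescence-ratio B-score plate-corrected deviation score at least 3 library SD below zero, with starting fluorescence score within 5 deviations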;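 note: channel opened by trigger with iodide after compound preincubation; score built on the fluorescence ratio of max minus min over baseline; more negative score means more quench and so TMEM16A activation or potentiation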
TRPC6 activator – activates the mouse TRPC6 cation channel; actives 0.13% (n = 310,000); B-score at 10 µM; HEK293-TRPC6 membrane potential dye fluorescence; active compounds read high; Q61143;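 active = B-score of the integrated fluorescence ratio above library mean plus 3 SD, and starting fluorescence ratio within library mean plus 5 SD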;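 note: higher score means more depolarization so channel activation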
TRPC4 potent – TRPC4 (mouse) allosteric potentiation | Q9QUQ5 | HEK293 TRPC4beta/mu-opioid, DAMGO EC20, Fluo-4 Ca2+ flux; active compounds read high | B-score at 10 µM | actives 0.42% (n = 310,000) | AID 2227;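 active = B-score of calcium response area above 5 SD of library B-scores, with initial fluorescence ratio within 5 SD of library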;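 note: B-score of integrated fluorescence ratio over time as area under calcium response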
Active calls of the source: *; i = inactive; / = not tested or not shown.

SMILES | TRPC6 inhibitor | MrgX1 antag | MrgX1 allo act | RGS4 block | TMEM16A inh | TRPC4 inh | TRPC4 act | MrgX1 ag | ANO1 activ | TRPC6 activator | TRPC4 potent
CN(CC(=O)N1CC=C(c2ccccc2)CC1)S(=O)(=O)c1cnc[nH]1 | i | i | i | i | i | i | i | i | i | i | i
O=C(/C=C/c1cc(Br)ccc1O)c1ccco1 | i | i | i | i | i | i | i | 38.9* | i | i | i
CCOC(=O)c1c(N)sc(C(N)=O)c1C | i | i | i | i | i | i | i | i | i | i | i
Cc1cc(NS(=O)(=O)c2ccc(NC(=O)CSc3nc4ncccc4[nH]3)cc2)nc(C)n1 | i | i | i | i | i | i | i | i | i | i | i
CC1CCN(c2nc3ccc(C(=O)NCCCN4CCCCC4)cc3s2)CC1 | i | i | i | i | i | i | i | i | i | i | i
COc1ccc(OCCC(=O)OCC(=O)Nc2cccc(Br)c2)cc1 | i | i | i | i | i | i | i | i | i | i | i
O=C(COC(=O)Cc1ccc(Br)cc1)NC12CC3CC(CC(C3)C1)C2 | i | i | i | i | i | i | i | i | i | i | i
N#CCCCCN1CCCC1 | i | i | i | i | i | i | i | i | i | i | i
CS(=O)(=O)NCCCCCCNS(C)(=O)=O | i | i | i | i | i | i | i | i | i | i | i
CN(Cc1ccco1)C(=O)CCc1nc2sc3c(c2c(=O)[nH]1)CCCC3 | i | i | i | i | i | i | i | i | i | i | i
O=C(O)c1occc1CSc1ccccc1 | i | i | i | i | i | i | i | i | i | i | i
CCNc1ccc(Br)cc(C(=O)/C=C/c2ccc3c(c2)OCO3)c1=O | i | i | i | i | i | i | i | i | i | i | i
CCOc1cc(C#N)c(NC(=O)Cn2nnc3ccccc32)cc1OCC | i | i | i | i | i | i | i | i | i | i | i
COC(=O)NNC(=O)C(c1ccccc1)c1ccccc1 | i | i | i | i | i | i | i | i | i | i | i
CC1(C)OC(=O)C(=NNc2ccccc2C(=O)O)C(=O)O1 | i | i | i | i | i | i | i | i | i | i | i
O=C(Cn1nc(-c2cccc(Cl)c2)ccc1=O)Nc1cccnc1 | i | i | i | i | i | i | i | i | i | i | i
COC(=O)CNC(=O)C1CCN(S(=O)(=O)c2cnc[nH]2)CC1 | i | i | i | i | i | i | i | i | i | i | i
Cc1cc(NC(=O)CSc2c3c(nc4ccccc24)CCC3)no1 | i | i | i | i | i | i | i | i | i | i | i
CSc1ccc(NC(=O)CC(C)=O)cc1 | i | i | i | i | i | i | i | i | i | i | i
CNC(=O)c1ccccc1NC(=O)C1CC(=O)N(C(C)C)C1 (configuration not stated) | i | i | i | i | i | i | i | i | i | i | i
CN(C)C(=O)c1cc([N+](=O)[O-])ccc1O | i | i | i | i | i | i | i | i | i | i | i
COc1ccc(N=C2SC(C(N)=O)CC(=O)N2Cc2ccc3c(c2)OCO3)cc1 (configuration not stated) | i | i | i | i | i | i | i | i | i | i | i
Cc1ncoc1C(=O)N1CCCC(N2CCN(c3cccc(C(F)(F)F)c3)CC2)C1 (configuration not stated) | i | i | i | i | i | i | i | i | i | i | i
Cc1cc(C)n2c(SCC(=O)N(CC(C)C)c3c(N)n(CC(C)C)c(=O)[nH]c3=O)nnc2n1 | i | i | i | i | i | i | i | i | i | i | i
Cc1[nH]n(C(N)=S)c(=O)c1N=Nc1cccc([N+](=O)[O-])c1C | i | i | i | i | 25* | i | i | i | i | i | i
SMILES | TRPC6 inhibitor | MrgX1 antag | MrgX1 allo act | RGS4 block | TMEM16A inh | TRPC4 inh | TRPC4 act | MrgX1 ag | ANO1 activ | TRPC6 activator | TRPC4 potent
Cc1ccc(-c2cc3c(N=O)c4ccccc4c-3n[nH]2)cc1 | i | i | i | i | i | i | i | i | i | i | i
O=C(NNc1nc2cc3c(cc2s1)OCO3)c1ccccc1 | i | i | i | i | i | i | i | i | i | i | i
Cc1nn(-c2ccccc2)c2sc(-c3n[nH]c(=S)o3)cc12 | i | i | i | i | 25* | i | i | i | i | i | i
Cc1nn(-c2ccccc2)c(C)c1NC(=O)COc1ccc2ccccc2c1 | i | i | i | i | i | i | i | i | i | i | i
COc1ccc(CNC(=O)CN(C(=O)CCC(=O)Nc2ccccn2)c2cccc(C)c2C)cc1 | i | i | i | i | i | i | i | i | i | i | i
O=C(NCCCNC(=O)c1ccco1)c1ccc(F)cc1 | i | i | i | i | i | i | i | i | i | i | i
Cc1cc(C)n(-c2nnc(C)n2NS(C)(=O)=O)n1 | i | i | i | i | i | i | i | i | i | i | i
Cc1cc(/C=N/NC(=O)C(O)(c2ccccc2)c2ccccc2)c(C)n1-c1ccccc1 | i | i | i | i | i | i | i | i | i | i | i
CCn1cnc2c1c(=O)n(Cc1cccc([N+](=O)[O-])c1)c(=O)n2Cc1ccccc1 | i | i | i | i | i | i | i | i | i | i | i
COc1ccc(/C(N)=N/OC(=O)c2ccco2)cc1OC | i | i | i | i | i | i | i | i | i | i | i
Cc1c(Cl)cccc1N/C(=N/S(=O)(=O)c1cccs1)c1ccccc1 | i | i | i | i | i | i | i | i | i | i | i
CCc1ccc2oc(-c3cccc(N)c3)nc2c1 | i | i | i | i | i | i | i | i | i | i | i
CN(C)S(=O)(=O)n1cc(/C=C(\NC(=O)c2ccccc2F)C(=O)NCCCN2CCOCC2)c2ccccc21 | i | i | i | i | i | i | i | i | i | i | i
CC(C)n1cnc2cc(NCc3ccco3)ccc21 | i | i | i | i | i | i | i | i | i | i | i
CCc1ccc(CNC(=O)CCc2nc(-c3cccs3)no2)cc1 | i | i | i | i | i | i | i | i | i | i | i
CC1(C(=O)N/N=C/c2c(F)c(F)c(F)c(F)c2F)CC1(Cl)Cl (configuration not stated) | i | i | 19.8* | i | i | i | i | i | i | i | i
CS(=O)(=O)c1ccccc1C(=O)Nc1ccc(-c2nc3ccccc3[nH]2)cc1 | i | i | i | i | i | i | i | i | i | i | i
O=C(c1nc2ncccn2n1)N1CCN(c2ccc(F)cc2)CC1 | i | i | i | i | i | i | i | i | i | i | i
CC(=O)c1cc2c(cc1NC(=O)c1cc3nc(C(C)C)cc(C(F)(F)F)n3n1)OCO2 | i | i | i | i | i | i | i | i | i | i | i
S=C(Cc1ccccc1)NCCc1ccccc1 | i | i | i | i | i | i | i | i | i | i | i
CCc1cc(C(=O)N2CCOCC2)c(NC2=NS(=O)(=O)c3ccccc32)s1 | i | i | i | i | i | i | i | i | i | i | i
Cc1cc(Nc2ncc(Cl)cc2Cl)n(-c2ccccc2)n1 | i | i | i | i | i | i | i | i | i | i | i
CCCn1c(=O)c(C(=O)NC(C)c2ccccc2)c(O)c2ccccc21 (configuration not stated) | i | i | i | i | i | i | i | i | i | i | i
O=C(c1ccccc1CCc1ccccc1)N1CCN(c2ccccn2)CC1 | i | i | i | i | i | i | i | i | i | i | i
CC(=O)NCCOC(=O)Nc1ccncc1 | i | i | i | i | i | i | i | i | i | i | i
SMILES | TRPC6 inhibitor | MrgX1 antag | MrgX1 allo act | RGS4 block | TMEM16A inh | TRPC4 inh | TRPC4 act | MrgX1 ag | ANO1 activ | TRPC6 activator | TRPC4 potent
CN1CCN(CCNC(=O)c2ccc3nc(-c4ccc(F)cc4)c(-c4ccc(F)cc4)nc3c2)CC1 | i | i | i | i | i | i | i | i | i | i | i
CC(NC(=O)CN(C1CCCCC1)S(C)(=O)=O)c1ccccc1 (configuration not stated) | i | i | i | i | i | i | i | i | i | i | i
CCC(=O)Nc1ccc(C(=O)N/N=C/c2c(C)[nH]c3ccccc23)cc1 | i | i | i | i | i | i | i | i | i | i | i
CCOC(=O)CNC(=O)N1CCC(CCOc2ccccc2)(C(=O)OCC)CC1 | i | i | i | i | i | i | i | i | i | i | i
O=C(COc1ccc(Cl)cc1)NCCC1=CCCCC1 | i | i | i | i | i | i | i | i | i | i | i
COc1ccc(OCCC(=O)OCC(=O)Nc2cccc(S(=O)(=O)N3CCOCC3)c2)cc1 | i | i | i | i | i | i | i | i | i | i | i
Cc1oc(C(=O)O)cc1CSCc1ccoc1C(=O)O | i | i | i | i | i | i | i | i | i | i | i
Cc1ccn2cc(CNS(=O)(=O)c3ccc(Cl)s3)nc2c1 | i | i | i | i | i | i | i | i | i | i | i
O=C(Nc1cccc([N+](=O)[O-])c1)C1CCN(C(=O)Cc2ccccc2)CC1 | i | i | i | i | i | i | i | i | i | i | i
CCOC(=O)[C@H]1[C@H]2COc3ccc(Cl)cc3[C@@H]2N2C(=O)c3ccccc3NC(=O)[C@@]12C | / | i | i | / | i | / | / | i | i | / | /
CCc1ccccc1N(CC(=O)NC(C)C)C(=O)CCC(=O)Nc1nccs1 | i | i | i | i | i | i | i | i | i | i | i
O=C(O)Cn1nc(-c2ccccc2)ccc1=O | i | i | i | i | i | i | i | i | i | i | i
COC(=O)c1ccccc1CON1C(=O)C(C)(C)N(OCc2ccccc2C(=O)OC)C(=O)C1(C)C | i | -8.07* | i | i | i | i | i | i | i | i | i
COc1ccc(CN2CCN(CCCc3ccccc3)C(CCO)C2)c(OC)c1 (configuration not stated) | i | i | i | i | i | i | i | i | i | i | i
S=C1NCN(C2CCCCC2)CN1c1ccccc1 | i | i | i | i | i | i | i | i | i | i | i
CCOC(=O)c1nc(Nc2cccc(C)c2)c2ccccc2n1 | i | i | i | i | i | i | i | i | i | i | i
O=C(NC1CC1)c1ccc(COc2ccc(F)cc2)o1 | i | i | i | i | i | i | i | i | i | i | i
O=C(CSc1nc2sc3c(c2c(=O)[nH]1)CCC3)NCCO | i | i | i | i | i | i | i | i | i | i | i
CCCCOC(=O)Cn1cnc2ccc(Br)cc2c1=O | i | i | i | i | i | i | i | i | i | i | i
c1ccc(OCc2nc3ccccc3s2)cc1 | i | i | i | i | i | i | i | i | i | i | i
CC(C)c1nc2c(c(=O)c3ccccc3n2C)c(=O)n1-c1ccc(F)cc1 | i | i | i | i | i | i | i | i | i | i | i
CCOC(=O)c1ccc(NC(=O)c2c(N)n(Cc3ccccc3)c(=O)[nH]c2=O)cc1 | i | i | i | i | i | i | i | i | i | i | i
